# High-throughput results (PubChem)
# PP5 primary: PP5 (human) phosphatase inhibition; P53041; purified PP5c, OMFP substrate fluorescence; inhibition, % at 6.7 µM; hit rate 0.18% among 320,000; AID 1987;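 active = inhibition above the campaign's mean inhibition across all tested compounds plus 3 SD, cut at about 9.5% in these data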;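 also: 0% = DMSO only and 100% = 100 µM cantharidin control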
# Target sequence (P53041 whole entry, looked up): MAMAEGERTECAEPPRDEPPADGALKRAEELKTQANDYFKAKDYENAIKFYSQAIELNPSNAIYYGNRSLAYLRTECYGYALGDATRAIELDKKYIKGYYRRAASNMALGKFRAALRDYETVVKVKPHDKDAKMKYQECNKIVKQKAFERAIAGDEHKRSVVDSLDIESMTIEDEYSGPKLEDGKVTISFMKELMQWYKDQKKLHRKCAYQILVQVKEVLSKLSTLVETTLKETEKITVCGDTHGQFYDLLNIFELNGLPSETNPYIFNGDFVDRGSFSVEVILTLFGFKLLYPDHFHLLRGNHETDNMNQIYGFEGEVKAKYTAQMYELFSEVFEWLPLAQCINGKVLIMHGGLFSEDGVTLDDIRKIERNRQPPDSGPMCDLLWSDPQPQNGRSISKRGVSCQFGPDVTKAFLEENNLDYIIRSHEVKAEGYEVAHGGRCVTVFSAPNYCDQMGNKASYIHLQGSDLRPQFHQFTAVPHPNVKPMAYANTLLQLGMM
# PREPL inh: inhibits the human prolyl oligopeptidase-like enzyme; recombinant PREPL, fluorescence polarization activity-based probe; inhibition, % at 5.96 µM; Q4J6C6; hit rate 0.68% among 320,000; AID 2751; in the data active = inhibition above about 43%;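 also: 0% = enzyme with DMSO and 100% = wells lacking enzyme; many of its hits are not listed in these tables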
# EBNA-1 inh: blocks EBNA-1 binding to DNA. EBNA-1 DNA binding, fluorescence polarization. inhibition, % at 14.8 µM. hit rate 0.34% among 300,000; in the data active = inhibition above about 28%
# ZTA counter: blocks Epstein-Barr virus ZTA, an EBNA-1 counter-screen; inhibition, % at 11 µM; P03206; hit rate 0.15% among 320,000; ZTA-DNA binding, fluorescence polarization; AID 2234; in the data active = inhibition above about 33%
# Target sequence (P03206 whole entry, looked up): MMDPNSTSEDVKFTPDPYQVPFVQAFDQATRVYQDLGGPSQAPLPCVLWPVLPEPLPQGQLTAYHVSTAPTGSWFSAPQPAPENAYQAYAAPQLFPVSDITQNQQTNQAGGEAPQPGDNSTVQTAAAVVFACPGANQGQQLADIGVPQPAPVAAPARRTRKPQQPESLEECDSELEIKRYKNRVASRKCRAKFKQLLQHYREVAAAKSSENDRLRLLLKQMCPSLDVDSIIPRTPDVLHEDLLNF
# Efflux pump inh: inhibitors of Candida antifungal efflux pumps expressed in yeast; S. cerevisiae Candida pump triplex, Nile Red efflux; inhibition, % at 10 µM; hit rate 0.44% among 330,000;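 active = plate passing quality check with inhibition over a set limit, or well fluorescence over plate mean plus 4 SD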;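 also: Nile Red retained in pooled yeast measured as flow cytometry median fluorescence; 0% = buffer negative control and 100% = Enniatin B positive control; higher means more Nile Red kept so more efflux inhibition; some compounds called inactive have numbers as strong as hits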
# HCV core dimer: blocks dimerization of HCV core protein; TR-FRET GST/Flag-core106 dimerization, 1536-well; inhibition, % at 5 µM; hit rate 0.33% among 300,000; AID 1899;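 active = inhibition above the mean of all tested compounds plus 3 SD, set per screening campaign, cut at about 45% in these data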
#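 Assay system – GST-tagged and Flag-tagged HCV core protein residues 1-106 · Quantity – core106 proteins, GST 13.5 nM and Flag 17 nM · Benchmarks – unlabelled core106 and no-GST-core106 wells · Read-out basis – percent inhibition of core106 dimerization signal · Detection – time-resolved FRET, ex 340 nm, em 617 and 671 nm · Schedule – 4 h at 22.5 °C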
# PP1 counter: blocks human PP1-alpha phosphatase, a PP5 counter-screen | inhibition, % at 6.7 µM | P62136 | purified PP1alpha, OMFP fluorescence | hit rate 0.9% among 320,000 | AID 2235;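 active = inhibition above the mean inhibition of all tested compounds plus 3 SD, computed separately for each screening campaign, cut at about 15% in these data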
# Target sequence (P62136 whole entry, looked up): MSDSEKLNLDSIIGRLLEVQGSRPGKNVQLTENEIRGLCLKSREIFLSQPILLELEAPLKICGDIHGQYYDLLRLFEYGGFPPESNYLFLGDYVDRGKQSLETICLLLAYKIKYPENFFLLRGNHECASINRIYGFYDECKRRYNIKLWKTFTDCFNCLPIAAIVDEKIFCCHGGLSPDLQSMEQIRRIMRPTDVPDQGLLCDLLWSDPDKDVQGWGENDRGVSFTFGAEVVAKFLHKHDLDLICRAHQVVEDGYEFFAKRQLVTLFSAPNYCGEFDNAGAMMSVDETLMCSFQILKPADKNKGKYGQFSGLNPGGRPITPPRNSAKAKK
# TPT1 inhibitor: inhibitors of Candida albicans tRNA 2'-phosphotransferase TPT1; hit rate 0.81% among 300,000; recombinant caTPT1, FP RNA substrate dephosphorylation; inhibition, % at 5 µM;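 active = inhibition above the mean of all tested compounds plus 3 SD, set per screening campaign, cut at about 24% in these data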;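 also: plate controls were DMSO alone for no effect and ferristatin control at 100 nM for full effect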
# CTSL1 counter: blocks F. hepatica cathepsin L1 in PFM18AAP counter-screen; inhibition, % at 5.96 µM; recombinant F. hepatica cathepsin L1, Z-Leu-Arg-MCA fluorescence; AID 1906; hit rate 0.49% among 300,000;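 active = inhibition above the mean of all tested compounds plus 3 SD, set per screening campaign, cut at about 17% in these data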;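 also: 0% = plate median of test compound wells and 100% = 1 µM Z-Phe-Ala-diazomethylketone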
# Numbers without * were called inactive; nt = no result given. Not all compounds are listed, so the mix of outcomes need not match the whole.
SMILES,PP5 primary,PREPL inh,EBNA-1 inh,ZTA counter,Efflux pump inh,HCV core dimer,PP1 counter,TPT1 inhibitor,CTSL1 counter
COc1ccccc1CNC(=O)CC1Sc2ccccc2NC1=O (stereo not drawn),1.5,-7,5,7,0.0,2,-2,-2,-5
C=C(C)C(=O)Nc1cccc(C2=NOC3(C2)C[C@@H](C(N)=O)N(C(=O)C2(C)CC2)C3)c1 (stereo partly drawn),1.7,-14,3,26,0.1,-206,23*,4,1
CCN(CC)c1c([N+](=O)[O-])c(=O)sc2ccccc12,-3.9,6,-9,-14,0.0,-1,-1,3,-1
Cc1cccc(OCc2n[nH]c(=S)o2)c1,-2.2,4,-1,-11,0.0,-5,-4,3,-5
CCOC(=O)C1CCCN(c2c(N3CCN(C)CC3)c(=O)c2=O)C1 (stereo not drawn),-1.7,6,8,6,-0.1,-5,-4,-4,1
Cc1noc(/C=C/N(C)C)c1S(=O)(=O)N1CCCC(C(=O)NC2CCCCC2C)C1 (stereo not drawn),0.2,-8,7,11,-0.1,1,3,7,2
Cc1ccc(C(=O)NCC(c2cccs2)N(C)C)cc1S(=O)(=O)N1CCOCC1 (stereo not drawn),3.4,13,nt,-4,0.4,nt,-2,nt,nt
COc1ccccc1CN1CCN(C(=O)c2cccc3ccccc23)CC1,0.3,-6,-10,-17,0.1,2,-2,-1,2
CC(C)(CNC(=O)c1cccs1)CNC(=O)c1cccs1,4.0,6,2,-4,0.1,-5,-8,-1,-7
CCOC(=O)c1ccc(NC(=O)CCc2nc(-c3ccccc3Cl)no2)cc1,3.2,-38,-6,-25,-0.2,0,-1,-2,7
COc1ccc(CCN2C(=O)CC(Nc3ccc(N4CCOCC4)cc3)C2=O)cc1OC (stereo not drawn),0.7,20,-1,12,0.0,-1,5,-1,0
CCNS(=O)(=O)c1ccc(-c2ccc(-n3cnnn3)cc2)cc1,-0.5,-4,14,-1,0.7,0,-3,3,2
COC(=O)c1ccc(NC(=O)Nc2ccc(OC)c(OC)c2)cc1,0.8,14,5,-13,-0.4,-3,-1,-1,0
O=C(Cc1ccccc1)N1CCN(S(=O)(=O)c2ccc([N+](=O)[O-])cc2)CC1,-2.1,4,0,7,0.0,2,-3,-1,-4
O=C(c1ccc(Cl)cc1)c1cnc(Nc2ccccc2Cl)s1,1.0,-4,-3,-8,0.0,24,4,2,0
S=C(NCc1ccco1)N1CCN(c2nc(-c3ccc(Cl)cc3)cs2)CC1,1.4,3,-1,9,0.0,3,4,1,0
Cc1nnc(SC(C)C(=O)Nc2c(C)n(C)n(-c3ccccc3)c2=O)n1N (stereo not drawn),1.4,-1,3,7,0.0,0,-3,-1,-2
Cn1c(NC(=O)c2ccco2)c(-c2ccccc2)c(=O)c2ccccc21,-0.8,2,-13,-6,0.0,-7,0,3,0
Cc1ccc(S(=O)(=O)n2nc(OC(=O)c3ccco3)cc2N)cc1,2.8,-2,-1,2,0.0,-2,-2,2,-31
Cc1nc2ccn(Cc3ccccc3)c(=O)c2cc1C(=O)N1CCN(c2ccc(F)cc2)CC1,0.7,-6,-4,2,0.1,6,0,0,0

# Compound profiles (already shown). Screens in order: PP5 primary	PREPL inh	EBNA-1 inh	ZTA counter	Efflux pump inh	HCV core dimer	PP1 counter	TPT1 inhibitor	CTSL1 counter
# Results for `COc1ccccc1CNC(=O)CC1Sc2ccccc2NC1=O` (stereo not drawn) → 1.5	-7	5	7	0.0	2	-2	-2	-5
# Results for `S=C(NCc1ccco1)N1CCN(c2nc(-c3ccc(Cl)cc3)cs2)CC1` → 1.4	3	-1	9	0.0	3	4	1	0

# Later entries:
SMILES,PP5 primary,PREPL inh,EBNA-1 inh,ZTA counter,Efflux pump inh,HCV core dimer,PP1 counter,TPT1 inhibitor,CTSL1 counter
O=C(CSc1nc2ccccc2c(=O)n1CC1CCCO1)Nc1ccccc1Cl (stereo not drawn),2.5,4,12,0,0.1,0,2,-2,3
CN(C)c1ccc(C(=S)N2CCN(C(=S)Nc3ccccc3)CC2)cc1,1.6,15,-20,12,-0.1,2,-2,5,-2
COC(=O)CN(c1ccccc1)S(=O)(=O)c1cc(Br)ccc1OC,-0.2,5,-1,-5,0.3,1,-4,-1,5
CCC(C)Sc1nnc(CNS(=O)(=O)c2ccc(F)cc2)n1C (stereo not drawn),-1.4,0,0,-7,-0.1,-9,0,-4,3
O=C(CSc1ncn[nH]1)Nc1ccc([N+](=O)[O-])cc1Br,2.9,1,-1,-15,0.6,-3,5,-2,2
Cc1ccc(C)c(NC(=O)Nc2ccc3c(c2)OCO3)c1,0.6,0,4,4,-0.1,8,1,-5,-1
O=C(COC(=O)c1ccc(Cl)cc1[N+](=O)[O-])NNC(=O)c1cccs1,0.1,7,-12,-22,-0.1,-9,1,-5,-33
O=C1C(c2ccc(F)cc2)N(Cc2ccc3c(c2)OCO3)C(=O)CN1C1CCCCC1 (stereo not drawn),2.7,11,-8,6,0.1,5,-2,1,0
O=c1[nH]c(C2CCN(S(=O)(=O)c3ccc(C(F)(F)F)cc3)CC2)nc2c1nnn2Cc1cccc(F)c1,5.7,-3,3,3,-0.2,22,-1,1,3
COC(=O)CC1(C(=O)OC)Oc2ccc(Br)cc2C(=O)N1c1cc(Cl)c(Cl)cc1Cl (stereo not drawn),1.9,-7,-2,-5,0.1,5,1,0,2
CC(NS(=O)(=O)c1ccc(CCC(=O)NCc2cccnc2)cc1)c1ccccc1 (stereo not drawn),-2.2,-6,-4,10,0.0,-4,0,0,-2
O=C(/C=C/c1ccc(S(=O)(=O)N2CCOCC2)cc1)NCCCn1ccnc1,0.5,-2,2,-15,0.1,-2,-1,-2,-3
Cc1cc(C(=O)Nc2cccc3ncccc23)no1,-0.7,-2,-7,17,-0.1,-4,-4,2,-3
O=C(C(=O)N1CCc2ccccc2C1)c1c[nH]c2ccccc12,3.0,-10,1,-1,-0.1,1,-1,1,2
CC(=O)c1ccc(NC(=O)c2ccccc2-c2ccccc2C(=O)O)cc1,0.9,4,-11,1,0.1,-15,-4,0,-2
COc1ccc(N(CC(=O)Nc2ccc(F)c(F)c2)S(=O)(=O)c2c(C)n[nH]c2C)cc1,2.2,-10,-5,11,0.1,5,1,-4,0
COc1ccc2nc(Nc3sc4c(c3C(N)=O)CCCC4)sc2c1,0.8,33,-1,-2,-0.1,-3,10,21,3
CCCCOc1ccc(C(=O)N/N=C/c2ccc(OCCN3CCCCC3)c(OC)c2)cc1,0.9,7,6,-4,0.2,-3,0,-1,4
NC(=NCCc1c[nH]c2ccccc12)NS(=O)(=O)c1ccc(F)cc1,0.9,-1,4,14,0.3,-3,-1,4,-3
O=C(O)c1ccccc1NS(=O)(=O)c1cccc(C(F)(F)F)c1,3.1,0,-3,10,0.0,-1,4,-1,2
Cc1ccc(C)c(NC(=S)NCCCN2CCOCC2)c1,0.6,5,-3,6,0.4,-3,7,-1,-2
COc1cc(NC(=O)c2cc(-c3ccc4c(c3)OCO4)on2)cc(OC)c1OC,0.9,-3,1,18,-0.1,4,-3,-3,-2
O=C(Cn1cncn1)N/N=C/c1cccc(Cl)c1,4.0,-6,1,-2,0.1,1,-2,0,-1
O=C(Nc1cccc(-c2csc(-c3ccccc3)n2)c1)c1cccs1,4.5,-26,3,-3,-0.1,2,-1,2,0
COc1ccc(C(=O)N2CC3(C)CC2CC(C)(C)C3)cc1OC (stereo not drawn),-0.5,2,0,14,-0.3,-2,-2,-4,4
Cc1ccc(C)c(OCC(=O)O/N=C(\N)c2ccccn2)c1,-1.2,0,-8,-4,0.0,-2,0,-3,-18
CCNC(=O)CN(CCc1ccccc1)S(C)(=O)=O,1.1,-1,-5,8,-0.1,-4,-2,-1,-3
CC(C)CCN1CCN(Cc2ccc(C#CCCO)cc2)CC1CCO (stereo not drawn),-1.7,6,4,1,-0.1,4,-1,-4,2
O=C(/C=N/O)NCc1cccnc1,-0.7,19,9,-16,0.1,1,-1,-1,3
C#CCOCCOCCOCCNc1nc(N2CCN(C(=O)CCCCCCCCCCNC(=O)Cn3cc(CCCCCN)nn3)CC2)nc(N2CCN(C(=O)CCCCCCCCCCNC(=O)Cn3cc(CCCCCN)nn3)CC2)n1,0.5,64*,0,49*,0.2,-8,33*,-6,10
Cc1ccc(NC(=O)c2cc(C)on2)cc1,-2.1,-1,5,5,0.0,-6,-3,0,0
CCN(CC)C(=O)N1c2ccccc2CC(N(CC)CC)c2ccccc21 (stereo not drawn),2.8,-3,0,-6,0.1,0,-7,-4,2
O=C1c2ccccc2NC(c2ccco2)N1NS(=O)(=O)c1ccccc1 (stereo not drawn),-0.7,-5,-12,-12,-0.1,-1,-4,-6,-6
O=C(CN1C(=O)c2ccccc2S1(=O)=O)NCc1ccccc1Cl,-1.0,-6,-2,3,-0.1,-2,-1,-5,1
COc1ccc2oc(C(=O)NCCC(C)C)c(C)c2c1,1.1,3,0,-5,0.0,-2,3,0,-2
COC(=O)N1C(=O)[C@](Cc2ccccc2)(c2ccccc2)N1C(=O)OC,2.5,-1,6,4,0.1,-2,-3,2,1
CS(=O)(=O)N1CCN(C(=O)C2c3ccccc3Oc3ccccc32)CC1,-3.1,5,8,2,-0.2,6,-1,1,-1
CNC(=O)CSCc1c(Cl)cccc1Cl,-0.5,3,4,1,-0.1,-1,-1,2,6
CCc1ccc(NC(=O)c2cnn(-c3ccccc3)c2C2CCNCC2)cc1,1.8,17,-4,1,0.1,-8,-1,-1,1
CCS(=O)(=O)CCSc1nc2ccccc2o1,4.4,8,-6,-15,-0.1,-17,0,-1,-1

# Ordered by the number under PP5 primary (largest number first): some entries from above.
Compound	PP5 primary	PREPL inh	EBNA-1 inh	Efflux pump inh	HCV core dimer	TPT1 inhibitor
O=C(Nc1cccc(-c2csc(-c3ccccc3)n2)c1)c1cccs1	4.5	-26	3	-0.1	2	2
CCc1ccc(NC(=O)c2cnn(-c3ccccc3)c2C2CCNCC2)cc1	1.8	17	-4	0.1	-8	-1
Cc1ccc(C)c(OCC(=O)O/N=C(\N)c2ccccn2)c1	-1.2	0	-8	0.0	-2	-3
Cc1ccc(NC(=O)c2cc(C)on2)cc1	-2.1	-1	5	0.0	-6	0

# (list continues)
SMILES,PP5 primary,PREPL inh,EBNA-1 inh,ZTA counter,Efflux pump inh,HCV core dimer,PP1 counter,TPT1 inhibitor,CTSL1 counter
CN(C)Cc1c(C(=O)Nc2ccccc2)[nH]c2ccccc12,0.9,10,10,-12,-0.3,-4,1,-3,2
CCCCCc1ccc(-c2nnc(N)s2)cc1,3.4,9,3,-17,0.0,-2,0,-3,3
C/C(=N\NC(=O)Cn1cnc2ccccc21)c1cccs1,-1.7,15,2,2,0.0,0,-3,-2,3
COC(=O)c1ccccc1NC(=O)c1sc(=S)n(C)c1N,2.7,19,3,-3,-0.1,1,4,-2,3
C#CCNC(=O)C1=C[C@H](c2ccc(Br)cc2)C[C@H](OCCCCO)O1,1.7,13,-9,-11,0.2,-1,1,3,3
CCN(CC)S(=O)(=O)c1ccc2c(c1)nc(CCC(=O)Nc1cccc(C(F)(F)F)c1)n2CC,3.2,0,-3,27,0.3,3,5,3,5
Cc1cc(SCC(=O)N/N=C/c2cccnc2)nc2c(C)cccc12,-0.1,-8,-6,3,0.1,9,-4,1,1
CC(C)CC(=O)N1CCC(O)(CS(=O)(=O)Cc2ccccc2)CC1,0.9,0,3,-2,-0.1,-1,-1,-1,-6
COc1cc(/C=N/NC(N)=O)ccc1OCC(=O)N1C(C)CCCC1C (stereo not drawn),1.8,9,-13,2,0.3,0,0,4,-2
COc1ccccc1N1CCN(C(=O)c2ccc(CS(=O)(=O)c3ccccc3OC)o2)CC1,4.2,6,-4,9,0.2,-2,-4,1,-1
NS(=O)(=O)c1ccc(NC(=O)COC(=O)CSc2n[nH]c(-c3ccccc3)n2)cc1,4.4,2,-1,-1,0.0,9,-2,3,-35
Cc1ccn(CCC(=O)N2CCc3ccccc32)n1,0.1,-2,4,-3,-0.3,-14,-1,-3,2
